# Source: PubChem BioAssay
# Peg3 prom inh: reduces Peg3 promoter-driven luciferase expression in HeLa | HeLa PEG-Prom luciferase reporter, luminescence, overnight | inhibition, % at 20 µM | hit rate 1.7% among 360,000;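 active = inhibition of at least 50% at 20 µM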
# CF NFkB inh: cystic fibrosis NF-kB activation inhibition | KKLEB NF-kB-GFP reporter, PAF-induced, GFP fluorescence overnight | inhibition, % at 5 µM | hit rate 0.86% among 360,000;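 active = at least 50% inhibition at 5 µM, scaled per plate between neutral and stimulator controls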;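 also: PAF is a Pseudomonas aeruginosa culture filtrate used as stimulus; plate controls were PAF-stimulated DMSO wells for no effect and unstimulated DMSO wells for full effect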
# HIF-2a inh: HIF-2a inhibition | 786-0 RCC cells HIF-2a reporter, luciferase luminescence, overnight | inhibition, % at 18.8 µM | hit rate 0.72% among 360,000 | AID 624352;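 active = inhibition of the luminescence signal of 40% or more relative to plate controls, in a single-dose primary screen at 18.75 µM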
# hiPSC survival: enhancers of human iPSC single-cell survival; hit rate 0.044% among 360,000; survival enhancement, % at 20 µM; hiPSC single-cell survival, ATPlite luminescence; 100% = ROCK inhibitor wells, 0% = DMSO; in the data active = survival enhancement above about 18%;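 also: cells exposed to compounds for 16 hours before the ATP read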
# NR2E3 ag-1: activates human photoreceptor nuclear receptor NR2E3 | Q9Y5X4 | GST-NR2E3/biotin-RetCOR TR-FRET, 1536-well | inhibition of corepressor binding, % at 4.78 µM | hit rate 0.12% among 320,000 | AID 2300;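 active = percent inhibition above the cutoff of mean plus 3 SD of all tested compounds, set per screening campaign, cut at about 20% in these data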;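 also: 0% = DMSO wells and 100% = biotin wells as full block of FRET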
# Target sequence (Q9Y5X4 whole entry, looked up): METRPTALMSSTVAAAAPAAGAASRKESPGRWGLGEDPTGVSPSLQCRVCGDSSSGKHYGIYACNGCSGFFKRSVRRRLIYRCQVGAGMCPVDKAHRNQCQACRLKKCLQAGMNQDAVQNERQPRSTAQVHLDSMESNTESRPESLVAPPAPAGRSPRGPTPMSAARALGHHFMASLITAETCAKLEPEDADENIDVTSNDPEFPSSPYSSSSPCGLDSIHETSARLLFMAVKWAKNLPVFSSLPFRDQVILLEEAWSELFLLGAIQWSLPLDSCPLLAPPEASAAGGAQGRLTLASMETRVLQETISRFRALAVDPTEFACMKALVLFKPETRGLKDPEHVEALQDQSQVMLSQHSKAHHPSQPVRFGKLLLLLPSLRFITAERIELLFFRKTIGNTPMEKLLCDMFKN
#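 System: GST-tagged NR2E3 plus biotinylated RetCOR corepressor; Buffer or medium: pH 7.5 Tris-based buffer; Probe or stimulus: RetCOR corepressor, biotinylated, 7 nM; Doses: compound at 4.8 µM, single dose; Schedule: 5 h incubation at 4 °C; Technique: time-resolved FRET; Evaluation: percent inhibition of TR-FRET ratio; Replication: one well per compound, singlicate testing.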
# TWEAK Fn14 block: TWEAK-Fn14 signaling inhibition. hit rate 2% among 360,000. TWEAK-stimulated Fn14 reporter cells, luciferase luminescence, 8 h. inhibition, % at 10 µM; in the data active = inhibition above about 50%
# TRPM1 prom inh: reduces MITF-dependent TRPM1 promoter luciferase signal. SK-MEL-5 TRPM1 promoter luciferase, 24 h. AID 488899. hit rate 0.83% among 330,000. inhibition, % at 12.5 µM;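 active = mean inhibition across replicates of 60% or more, whatever share of single replicates reaches that level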; also: values of inactives mirror those of a sister screen read the other way
# aDG glyco act: increases alpha dystroglycan glycosylation. Pro5-aDG cells, alpha-DG glycosylation AlphaScreen (IIH6); 0% Pro5, 100% B10-LARGE cell signal. activation, % at 10 µM. hit rate 0.22% among 360,000;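 active = activation of at least 8% versus controls, or a plate z-score of at least 8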;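 also: Pro5 are CHO cells carrying HIG-tagged alpha-DG that lacks glycosylation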
# Shn3 3UTR inh: reduces Shn3 3'UTR luciferase signal in osteoblasts | Clone20 osteoblast Shn3 3'UTR firefly luciferase, 24 h | inhibition, % at 12.5 µM | hit rate 0.52% among 360,000 | AID 588674;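 active = mean inhibition of at least 75% with every replicate also reaching 75%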;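 also: 0% = median of neutral control wells and 100% = pilot-screen positive control compound; some compounds past the cut are filed as inactive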
# NR2E3 ag-2: agonists of human NR2E3 nuclear receptor; AID 602229; Q9Y5X4; inhibition of corepressor binding, % at 3.98 µM; hit rate 0.35% among 360,000; CHO-S Gal4-NCOR/VP16-NR2E3 two-hybrid, luciferase;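 active = inhibition above the mean of all tested compounds plus 3 SD, cut at about 70% in these data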;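 also: 0% = DMSO with NR2E3 transfected cells and 100% = cells lacking NR2E3 construct; higher means lower luciferase signal from less NR2E3 corepressor binding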
# KKLEB cytotox: CF airway cell cytotoxicity counter-screen. KKLEB CF airway cells viability, ATPlite luminescence, overnight; active compounds read low; cells stimulated with P. aeruginosa culture filtrate. activity change (cytotoxicity), % at 5 µM. hit rate 0.36% among 360,000. AID 602141;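 active = corrected activity change at or below -50% at 5 µM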
# * = called active by the depositor; · = no result given.
SMILES,Peg3 prom inh,CF NFkB inh,HIF-2a inh,hiPSC survival,NR2E3 ag-1,TWEAK Fn14 block,TRPM1 prom inh,aDG glyco act,Shn3 3UTR inh,NR2E3 ag-2,KKLEB cytotox
Cc1ccc2oc3c(c(=O)c2c1)C(c1cccc(O)c1)N(c1ccccn1)C3=O (centres undefined),20,6,23,0.4,4,36,-1,-0.1,25,-13,-8
CCN=C(NCC)SC1CC(=O)N(CCc2ccccc2)C1=O (centres undefined),11,3,15,-0.7,-2,-1,·,-0.1,-10,-9,-2
CCc1nc(SCc2ccc(Br)cc2)n[nH]1,-194,8,-181,-0.3,1,-5,-58,-0.1,-15,-98,1
COCCn1c(-c2ccccc2F)n[nH]c1=S,-4,-17,5,-3.7,2,10,-2,-0.1,-5,13,0
Cc1ccccc1NS(=O)(=O)c1cc(C(=O)N2CCCC2)ccc1Cl,12,-7,4,-0.4,0,17,7,0.2,1,6,0
COc1cc(F)ccc1S(=O)(=O)n1c(C)nc2ccccc21,20,-8,26,-0.3,-1,12,·,0.0,19,19,3
COc1cc(Cn2c(-c3nonc3N)nc3ccccc32)ccc1C,20,28,16,-1.7,-5,4,37,-0.3,·,-103,-15
O=C(O)c1ccc(-n2cccc2/C=C2/NC(=O)N(c3ccccc3)C2=O)cc1,-4,8,10,-0.1,7,-18,-6,-0.1,-7,14,1
Cc1cnc2c(C(=O)O)cnn2c1,-2,-1,16,-1.4,-3,13,-5,0.4,-10,-10,1
CCCOc1ccc(-c2nn(-c3ccccc3)cc2/C=C2\SC(=S)N(C3CCS(=O)(=O)C3)C2=O)cc1 (centres undefined),-42,-8,4,-2.2,1,-10,-14,-0.5,-12,-21,6
CC1CC(=O)N(CC(=O)Nc2cccc(F)c2)c2ccccc2S1(=O)=O (centres undefined),-6,-5,1,0.6,3,18,-4,-0.1,-7,-1,0
O=C(/C=C/c1cc([N+](=O)[O-])ccc1OC(F)F)Nc1cccc([N+](=O)[O-])c1,13,12,2,1.2,-1,-42,8,-0.1,17,-15,2
COC(=O)C(C)Oc1cc(OC(C)C(=O)OC)c2c(C)c(Cl)c(=O)oc2c1 (centres undefined),-4,-8,3,-0.6,3,-1,10,0.5,-2,-1,0
COc1cc(C(=O)N/N=C/c2cn(Cc3ccccc3)c3ccccc23)ccc1O,-26,-15,-10,-0.2,·,-12,7,0.2,-5,8,10
CC(C)CCN(C(=O)c1cc(=O)[nH]c2ccccc12)c1c(N)n(Cc2ccccc2)c(=O)[nH]c1=O,6,-5,11,0.1,-3,16,16,-0.3,-11,-19,14
CCOc1ccc(-c2nn[nH]n2)cc1,-4,-4,-14,0.5,-1,-9,-5,-0.1,-29,-27,-4
Nc1nc2ccccc2nc1N,-9,-4,-34,-3.6,0,2,5,0.0,-24,-28,0
CCOc1ccc(NS(=O)(=O)c2ccc(NC(=O)C3CC3)cc2)cc1,7,-22,10,-0.4,0,5,-6,0.6,17,38,-6
CCN1CCN(C(=O)CCNC(=O)Cn2ccc3ccccc3c2=O)CC1,9,-7,17,-1.5,-2,-10,0,-0.3,-4,3,2
C=CCNC(=S)N/N=C1\CCS(=O)(=O)c2ccccc21,-7,-9,-6,-0.1,-1,-13,·,-0.2,-14,-33,9
CSc1nc(N)nc(SCC(=O)OC(C)C)c1C#N,-93,7,-73,1.4,1,-9,-18,0.0,-25,-53,-17
CN(c1ncc(C(F)(F)F)cc1Cl)n1cc(C(N)=O)c2ccccc2c1=O,25,-1,9,2.8,1,-4,-10,-0.1,-6,-6,-2
CCCCN(C(=O)c1ccc(C#N)cc1)c1c(N)n(CCC)c(=O)[nH]c1=O,-1,0,15,0.2,-4,-9,15,-0.2,-8,-9,4
COc1ccc(NC(=O)c2cnn3c(C(F)(F)F)cc(-c4ccco4)nc23)cc1OC,14,-19,19,-2.0,0,-23,-20,-0.5,1,22,4
Cc1cc(C)c(S(=O)(=O)Nc2nnc(C3CCCCC3)s2)c(C)c1,9,13,3,0.2,0,3,3,-0.2,-10,-12,-14
# Next part
SMILES,Peg3 prom inh,CF NFkB inh,HIF-2a inh,hiPSC survival,NR2E3 ag-1,TWEAK Fn14 block,TRPM1 prom inh,aDG glyco act,Shn3 3UTR inh,NR2E3 ag-2,KKLEB cytotox
CCOc1ccc2c(c1)[nH]c(=S)n2C,-13,-11,-2,-0.2,-5,1,8,0.1,-4,-6,4
CCCc1cc2c(cc1NC(=O)c1ccccc1C)OCO2,6,7,-14,0.4,-3,-9,-1,0.0,-17,-5,-1
CN(C(=O)c1cccc(C#CC(C)(C)O)c1)C1CCCN(Cc2ccccc2F)C1 (centres undefined),9,-7,11,1.0,3,-9,-4,0.0,1,31,10
Cc1cccc(NC(=O)CCCN2C(=O)c3cccc4cccc(c34)C2=O)c1,8,-12,2,6.0,3,-15,4,-0.1,-13,26,6
c1ccc(Nc2nc(-c3cccnc3)cs2)nc1,-251,4,-149,-2.5,1,38,-37,-0.1,-47,-112,-3
O=C1NCCN(Cc2ccc(Cl)c(F)c2)C1CC(=O)N1CCCCO1 (centres undefined),9,-11,27,0.8,-5,-1,-6,-0.4,10,0,10
Cn1c(=O)c2cc(NC(=O)NCc3ccc(F)cc3)ccc2n1Cc1cccc(C(F)(F)F)c1,24,7,12,-2.1,·,-7,·,0.5,26,18,-8
CSc1ncnc2c1ncn2CCCNCC1CCCCC1,-12,-6,-8,3.4,·,-1,·,0.1,-10,2,15
Cn1ncc([N+](=O)[O-])c1C(=O)N1CCCCCC1,1,-97,8,0.6,·,9,-3,-0.1,-11,18,29
O=C(CN1C(=O)CCC1=O)Nc1cccc2c1C(=O)NC2=O,26,-7,15,0.0,4,-14,5,-0.1,16,-11,-6
O=C(c1ccc(S(=O)(=O)NCc2ccco2)cc1)N1CCN(Cc2ccccc2F)CC1,-3,-8,-2,-0.5,·,16,-15,0.3,-11,15,18
CCOc1ccc(/C=N/Nc2ccc(C(F)(F)F)cc2[N+](=O)[O-])cc1O,14,2,6,-1.5,-5,0,-24,-0.4,16,-2,2
Cc1cc(C)c(S(=O)(=O)c2cccc(Cl)c2)c(Cl)n1,-12,14,6,-2.6,3,1,-3,1.7,6,-8,2
O=C(Cn1cc(C(F)(F)F)ccc1=O)OCC(=O)c1ccc[nH]1,-1,-11,2,1.0,·,-4,-4,-0.3,-12,3,5
Cc1ccc(NC(=O)CSc2n[nH]c(-c3ccncc3)n2)c(C)c1,13,8,12,-0.3,-2,20,8,-0.2,-19,-3,-1
COc1cc(NS(=O)(=O)c2ccc(NC(=O)c3cccnc3)cc2)ncn1,1,15,9,0.1,-1,8,-3,-0.3,14,8,-17
CCCCn1nc2cc(C(=O)NC[C@@H]3CCCO3)ccc2c1OCC,-5,-16,7,0.8,1,-5,0,0.0,-5,6,19
CC1SC(c2ccccc2)N(CC(O)c2ccc([N+](=O)[O-])cc2)C1=O (centres undefined),14,14,16,-1.6,5,16,4,-0.1,14,-7,2
O=c1cc(C(F)(F)F)[nH]c(=S)n1-c1ccccc1,6,-9,5,0.3,-4,-4,-6,-0.1,-11,-26,-3
Cc1cccc(OCCCC(=O)Nc2ccc(S(=O)(=O)Nc3onc(C)c3C)cc2)c1C,12,2,-6,0.4,-2,4,-22,0.4,18,-13,2
CN(C)/C=C(\C#N)C(=O)Nc1ccc(O)cc1F,-4,-6,-2,-1.9,2,-18,9,-0.5,-2,-19,5
COc1ccccc1N1CCN(C2CCN(S(=O)(=O)c3ccc(NC(C)=O)cc3)CC2)CC1,-4,-8,-2,-0.7,-1,-8,5,-0.3,21,-16,-7
Cc1cccc(-n2c(O)c(C=Nc3ccccc3O)c3ccccc3c2=O)n1,-13,-48,-9,0.6,2,16,-10,0.0,-8,-3,24
COc1cccc(CNC(=O)Cn2ccc([N+](=O)[O-])n2)c1,3,-2,8,-0.4,0,-1,-1,0.0,4,-2,4
Cc1ccc2sc(NC(=O)C3CC3)nc2c1C,-246,-32,-163,-0.4,0,1,-35,-0.3,-53,-74,14
N#C/C(=C\c1cc2c(cc1Br)OCO2)c1ccc(C(=O)O)cc1,3,16,8,1.2,2,3,7,0.0,1,10,-4
COCc1nnc(NC(=O)CCS(=O)(=O)c2ccccc2)s1,6,10,5,0.9,1,31,-2,1.7,-4,3,2

# Exported bar-delimited: 11 of the compounds above.
SMILES | Peg3 prom inh | CF NFkB inh | HIF-2a inh | hiPSC survival | NR2E3 ag-1 | TWEAK Fn14 block | TRPM1 prom inh | aDG glyco act | Shn3 3UTR inh | NR2E3 ag-2 | KKLEB cytotox
CCOc1ccc2c(c1)[nH]c(=S)n2C | -13 | -11 | -2 | -0.2 | -5 | 1 | 8 | 0.1 | -4 | -6 | 4
CCCc1cc2c(cc1NC(=O)c1ccccc1C)OCO2 | 6 | 7 | -14 | 0.4 | -3 | -9 | -1 | 0.0 | -17 | -5 | -1
CN(C(=O)c1cccc(C#CC(C)(C)O)c1)C1CCCN(Cc2ccccc2F)C1 (centres undefined) | 9 | -7 | 11 | 1.0 | 3 | -9 | -4 | 0.0 | 1 | 31 | 10
Cc1cccc(NC(=O)CCCN2C(=O)c3cccc4cccc(c34)C2=O)c1 | 8 | -12 | 2 | 6.0 | 3 | -15 | 4 | -0.1 | -13 | 26 | 6
c1ccc(Nc2nc(-c3cccnc3)cs2)nc1 | -251 | 4 | -149 | -2.5 | 1 | 38 | -37 | -0.1 | -47 | -112 | -3
O=C1NCCN(Cc2ccc(Cl)c(F)c2)C1CC(=O)N1CCCCO1 (centres undefined) | 9 | -11 | 27 | 0.8 | -5 | -1 | -6 | -0.4 | 10 | 0 | 10
Cn1c(=O)c2cc(NC(=O)NCc3ccc(F)cc3)ccc2n1Cc1cccc(C(F)(F)F)c1 | 24 | 7 | 12 | -2.1 | · | -7 | · | 0.5 | 26 | 18 | -8
CSc1ncnc2c1ncn2CCCNCC1CCCCC1 | -12 | -6 | -8 | 3.4 | · | -1 | · | 0.1 | -10 | 2 | 15
Cn1ncc([N+](=O)[O-])c1C(=O)N1CCCCCC1 | 1 | -97 | 8 | 0.6 | · | 9 | -3 | -0.1 | -11 | 18 | 29
O=C(CN1C(=O)CCC1=O)Nc1cccc2c1C(=O)NC2=O | 26 | -7 | 15 | 0.0 | 4 | -14 | 5 | -0.1 | 16 | -11 | -6
O=C(c1ccc(S(=O)(=O)NCc2ccco2)cc1)N1CCN(Cc2ccccc2F)CC1 | -3 | -8 | -2 | -0.5 | · | 16 | -15 | 0.3 | -11 | 15 | 18

# An excerpt from above in order of the Shn3 3UTR inh value, highest first:
structure	Peg3 prom inh	CF NFkB inh	HIF-2a inh	NR2E3 ag-1	TWEAK Fn14 block	TRPM1 prom inh	aDG glyco act	Shn3 3UTR inh	NR2E3 ag-2
Cc1cc(C)c(S(=O)(=O)c2cccc(Cl)c2)c(Cl)n1	-12	14	6	3	1	-3	1.7	6	-8
COc1cccc(CNC(=O)Cn2ccc([N+](=O)[O-])n2)c1	3	-2	8	0	-1	-1	0.0	4	-2
Cc1cccc(-n2c(O)c(C=Nc3ccccc3O)c3ccccc3c2=O)n1	-13	-48	-9	2	16	-10	0.0	-8	-3
